NLRP3 yeast inh – NALP3 inhibition in yeast; 330,000 compounds, 0.39% hits; Yeast reconstituted NLRP3/ASC/caspase-1, beta-gal luminescence, 24 h; inhibition, % at 10 µM;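 active means inhibition of 50% or more; inactive means inhibition below 50%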;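 further: plate controls were induced DMSO wells for no effect and uninduced yeast grown without galactose for full effect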
APJ ag – agonists of human APJ apelin receptor; 330,000 compounds, 0.11% hits; P35414; CHO-K1 APJ PathHunter beta-arrestin, luminescence; 0% DMSO wells, 100% apelin; activation, % at 20 µM;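 active means activation more than six SD over the plate average, tested at 20 µM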;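 further: 0% = DMSO alone and 100% = apelin-13 at 10 nM; some results filed as inactive read as strong as hits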
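Incubation: overnight seeding, 90 min compound at 25 °C, 1 h detection; test system: PathHunter CHO-K1 APJ (AGTRL-1) beta-arrestin reporter cells; amount: 1000 cells/well; doses: one dose, 20 µM compound, 1% DMSO; measured by: beta-gal luminescence; measure: agonist-driven arrestin binding to APJ; benchmarks: negative DMSO alone, positive Apelin-13 at 10 nM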
XBP1 UPR activ – activators of adaptive arm of unfolded protein response (XBP1); CHO-XBP1 luciferase reporter, IRE1-XBP1 UPR activation, luminescence; percent of tunicamycin response, DMSO as zero; activation, % at 20 µM; 330,000 compounds, 0.33% hits;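 active means versus positive control, 20 µM dose yields 30% or more activation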;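 further: 100% = tunicamycin at 10 µg/mL and 0% = DMSO only wells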
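Material – CHO cell line with stable XBP1 luciferase reporter · Buffer or medium – F12 plus 10% FBS · Compound – single point, 20 µM final compound, 1% DMSO · Schedule – 16-18 h cell attachment at 37 °C, then 6 h compound exposure · Signal – Steady-Glo luminescence read · Benchmarks – high control tunicamycin 10 µg/mL final, low control DMSO vehicle only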
CHOP UPR activ – apoptotic UPR (CHOP) activation; CHO-CHOP luciferase reporter, luminescence; percent of tunicamycin response over DMSO baseline; AID 449763; activation, % at 10 µM; 330,000 compounds, 0.34% hits;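 active means at 10 µM dose, activation of 40% or more, normalized to positive control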;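 further: 100% = tunicamycin at 10 µg/mL and 0% = DMSO alone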
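Test system: CHO CHOP reporter cells. Input: 500 CHO-CHOP cells per well. Medium: F12 with 10% FBS. Technique: luciferase luminescence. Measure: percent activation relative to tunicamycin control. Dosing: 10 µM compound, 0.5% DMSO. Timing: 16-18 h cell attachment, then 6 h compound exposure, 37 °C.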
GRIN3A LBD mod – NR3A (human) ligand-binding domain modulation; 340,000 compounds, 2.5% hits; Tm shift relative to glycine control, % at 25 µM; NR3A LBD differential scanning fluorimetry, Tm shift; 0% = protein alone, 100% = glycine-bound protein;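 active means melting temperature shift of at least 10% of the positive control shift, at one fixed dose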
tim23-1 inh – tim23-1 yeast growth inhibition. 330,000 compounds, 1.3% hits. S. cerevisiae tim23-1 growth, BacTiter-Glo luminescence, 24 h. inhibition, % at 20 µM;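 active means growth inhibition of the mutant yeast at or above 50%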;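 further: temperature-sensitive mutant grown at 25 °C; plate controls were DMSO-treated mutant yeast for no effect and medium wells lacking yeast for full effect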
Mdm2-MdmX inh – inhibitors of human Mdm2/MdmX interaction | SaOS-2 split-luciferase Mdm2/MdmX complementation, luminescence | inhibition, % at 8 µM | 330,000 compounds, 3% hits;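 active means inhibition of at least 50% at 8 µM in the primary screen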
Target sequence (O15151 whole entry, looked up): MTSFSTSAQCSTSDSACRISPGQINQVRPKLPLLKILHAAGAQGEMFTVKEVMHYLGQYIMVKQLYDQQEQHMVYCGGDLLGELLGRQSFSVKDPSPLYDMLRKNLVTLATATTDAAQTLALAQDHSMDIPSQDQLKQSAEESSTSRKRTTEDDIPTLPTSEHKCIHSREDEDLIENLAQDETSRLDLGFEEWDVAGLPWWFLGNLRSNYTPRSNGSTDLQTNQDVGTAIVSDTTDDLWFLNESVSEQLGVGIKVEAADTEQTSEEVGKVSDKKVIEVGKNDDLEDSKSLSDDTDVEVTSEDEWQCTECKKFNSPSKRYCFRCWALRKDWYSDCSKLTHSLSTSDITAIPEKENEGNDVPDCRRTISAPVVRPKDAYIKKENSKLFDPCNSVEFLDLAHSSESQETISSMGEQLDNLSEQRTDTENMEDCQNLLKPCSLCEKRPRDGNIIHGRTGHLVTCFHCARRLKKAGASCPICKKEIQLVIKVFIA
Target sequence (Q00987 whole entry, looked up): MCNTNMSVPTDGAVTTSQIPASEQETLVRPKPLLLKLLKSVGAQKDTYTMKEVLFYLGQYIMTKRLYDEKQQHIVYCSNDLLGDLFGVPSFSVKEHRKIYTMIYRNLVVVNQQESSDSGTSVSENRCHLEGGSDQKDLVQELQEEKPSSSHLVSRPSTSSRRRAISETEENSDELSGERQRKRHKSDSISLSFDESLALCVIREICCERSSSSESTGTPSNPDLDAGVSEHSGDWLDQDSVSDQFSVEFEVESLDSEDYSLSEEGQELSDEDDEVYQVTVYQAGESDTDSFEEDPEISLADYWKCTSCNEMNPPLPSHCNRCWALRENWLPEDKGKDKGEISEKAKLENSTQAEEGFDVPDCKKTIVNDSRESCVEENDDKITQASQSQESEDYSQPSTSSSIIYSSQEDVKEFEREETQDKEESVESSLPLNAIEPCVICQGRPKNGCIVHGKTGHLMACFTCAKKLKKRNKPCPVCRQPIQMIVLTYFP
tim10-1 inh – inhibits growth of tim10-1 mutant yeast | S. cerevisiae tim10-1 ts strain growth, BacTiter-Glo, 24 h | inhibition, % at 20 µM | 330,000 compounds, 2.2% hits;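 active means inhibition of at least 40%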;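 further: mutant grown at 25 °C; 0% = DMSO wells with yeast and 100% = wells holding no yeast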
TIM10 inh – TIM10 yeast growth inhibition; S. cerevisiae TIM10 strain growth, BacTiter-Glo luminescence, 24 h; inhibition, % at 10 µM; 330,000 compounds, 1.4% hits; AID 463195;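 active means inhibition of 40% or more at the single tested concentration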;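 further: wild-type TIM10 isogenic control strain grown at permissive 25 °C; 0% = DMSO yeast wells and 100% = minimal medium wells without yeast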
Numbers without * were called inactive; / = no result given.

SMILES | NLRP3 yeast inh | APJ ag | XBP1 UPR activ | CHOP UPR activ | GRIN3A LBD mod | tim23-1 inh | Mdm2-MdmX inh | tim10-1 inh | TIM10 inh
Cc1cc(C)c(NC2=NS(=O)(=O)c3ccccc32)c(C)c1 | 6 | -2 | -1 | -1.5 | 1 | 4 | 20 | -3 | 4
N#CCCN(NC1=NS(=O)(=O)c2ccccc21)C(=O)c1ccccc1Br | -3 | -4 | 0 | -0.7 | -9 | 16 | 13 | -10 | 14
Cc1ccc(S(=O)(=O)Nc2ccc(-c3nnc(SCC#N)n3C)cc2)cc1 | 14 | -1 | 1 | -0.6 | 0 | 16 | -4 | -2 | 13
O=C(N/N=C\c1ccc([N+](=O)[O-])s1)C1COc2ccccc2O1 (stereo not given) | 39 | 17 | -2 | 2.2 | 2 | -11 | 51* | -12 | -52
CC(NC(=O)Nc1ncccn1)(C(F)(F)F)C(F)(F)F | 6 | 1 | -1 | 0.8 | 1 | 12 | 1 | 3 | 12
CC1CC(C)CN(C(=O)CCc2ccccc2)C1 (stereo not given) | -8 | -3 | 0 | 0.7 | -1 | 13 | -2 | 12 | 13
CCn1c(SCC(N)=O)nc2sc3c(c2c1=O)CCCC3 | 1 | -3 | 1 | -3.7 | 0 | 14 | 24 | 19 | 26
CCN(CC(=O)Nc1c(F)cccc1F)C(=O)c1cccc(S(=O)(=O)N2CCN(c3ccccc3)CC2)c1 | 15 | 1 | -7 | 1.4 | 2 | -2 | 17 | -1 | 1
CCC(=O)NC(=S)Nc1ccc(NC(=O)c2cccnc2)cc1 | -3 | -2 | 0 | 0.9 | -9 | 24 | 8 | 7 | 7
CC(OC(=O)/C=C/c1ccccc1)C(=O)Nc1cccc(C#N)c1 (stereo not given) | 4 | 3 | 4 | 0.0 | -6 | 11 | 56* | 22 | 8
COc1ccc(CCNC(=O)CN2CCN(c3ccccc3Cl)CC2)cc1 | 14 | -5 | -3 | 5.7 | 3 | 0 | -3 | 20 | 33
O=C1C2C3C=CC(C4CC34)C2C(=O)N1/N=C/c1ccc(-c2ccccc2[N+](=O)[O-])o1 (stereo not given) | 11 | 4 | 1 | 1.6 | 0 | 21 | 7 | 10 | -19
COc1ccc(NC(=O)CSc2nnc(CN3CCOCC3)n2C)cc1Cl | 19 | 7 | -4 | 0.4 | 1 | 7 | -9 | 16 | -4
COCCCNC(=O)Cn1cc(/C=C(\C#N)C(=O)NC2CCCC2)c2ccccc21 | 18 | -2 | -2 | 2.5 | -3 | -2 | 10 | 8 | -2
CS(=O)(=O)c1ccc(Cl)c(NC(=O)c2cccc(-n3cnnn3)c2)c1 | 19 | -2 | -3 | -2.0 | -2 | -3 | 20 | 1 | 8
CCOC(=O)C1=CN(Cc2ccco2)S(=O)(=O)N(CC)C1c1ccc(C(F)(F)F)cc1 (stereo not given) | / | / | 4 | 1.7 | 3 | 50 | 26 | 29 | 4
O=C(COc1ccc2ccccc2c1Br)Nc1ncn[nH]1 | 10 | -2 | 1 | 1.7 | 0 | 10 | 1 | -6 | -7
Cc1cc(-c2nnc(CCC(=O)NCc3ccc(F)c(F)c3)o2)no1 | 4 | -1 | 3 | 0.5 | -1 | 0 | -12 | 17 | 14
Cc1ccc(CNC(=O)C2CCCN2C(=O)Nc2cccc(Cl)c2)cc1 (stereo not given) | 15 | -1 | -4 | -2.6 | 1 | 2 | 23 | -5 | -7
Cc1ccc2nc(-c3ccc(NS(=O)(=O)c4ccccc4)cc3)sc2c1 | 19 | 2 | -3 | 1.1 | 28* | 7 | -17 | -3 | 12

Overlap with the part before: 2 entries, then new ones.
SMILES | NLRP3 yeast inh | APJ ag | XBP1 UPR activ | CHOP UPR activ | GRIN3A LBD mod | tim23-1 inh | Mdm2-MdmX inh | tim10-1 inh | TIM10 inh
Cc1ccc(CNC(=O)C2CCCN2C(=O)Nc2cccc(Cl)c2)cc1 (stereo not given) | 15 | -1 | -4 | -2.6 | 1 | 2 | 23 | -5 | -7
Cc1ccc2nc(-c3ccc(NS(=O)(=O)c4ccccc4)cc3)sc2c1 | 19 | 2 | -3 | 1.1 | 28* | 7 | -17 | -3 | 12
CCCC(C)C(=O)Nc1ccc(Cl)cn1 (stereo not given) | 5 | -4 | -1 | 0.4 | -2 | 19 | 2 | 14 | 17
CC(C)CC(=O)NN1CCCCC1 | 12 | -2 | 1 | 2.8 | -1 | 13 | 21 | 5 | -5
CC(C)(C)C1c2[nH]c3ccccc3c2CCN1CCCn1cccn1 (stereo not given) | 3 | 0 | 0 | -2.4 | 0 | 8 | 11 | 11 | 7
N/C(CCN1CCOCC1)=N/O | 4 | -3 | 1 | 3.1 | 0 | 4 | -1 | 7 | 3
CCn1c2ccccc2c2cc(/C=N/O)ccc21 | 9 | -3 | -2 | -0.1 | 3 | -11 | 8 | 10 | -4
O=C(Nc1ncccc1O)c1ccc(C(=O)c2ccccc2)cc1 | 27 | 5 | 3 | 3.3 | 0 | 14 | 19 | -12 | -1
CCOC(=O)c1c(C)nc2ccccc2c1C | 17 | 1 | -3 | 1.3 | -3 | 12 | 11 | 18 | -3
Cc1c(NC(=O)Nc2cccc(Cl)c2)c(=O)n(-c2ccccc2)n1C | -25 | -5 | -1 | 1.8 | 1 | -2 | -26 | 9 | 10
O=C(COc1ccc(Br)cc1CNC1CCCCC1)NCCc1ccccc1 | 3 | -4 | 2 | 3.0 | -2 | -58 | 32 | 1 | -20
COc1ccc([C@H]2CC(=O)C=C(c3cc4ccccc4s3)C2)cc1 | 20 | -4 | 0 | 3.5 | -6 | 25 | -14 | 2 | -1
COc1cc(-c2nnc(SCC(=O)N3CCCC3)o2)cc(OC)c1OC | 16 | -2 | -1 | 1.9 | -5 | -3 | 3 | 12 | 2
Cc1nnc(SCC(=O)N2CC(C)OC(C)C2)n1-c1ccccc1 (stereo not given) | -15 | -2 | 3 | -1.3 | -1 | -6 | -9 | 2 | -5
CS(=O)(=O)N(CC(=O)NC1CCCC1)c1cccc(F)c1 | -1 | -4 | 0 | -0.3 | 1 | 9 | 26 | -1 | -2
CCN(CC)CCCOc1ccc(Cl)c(Cl)c1 | -1 | -1 | -1 | 0.9 | -13 | 6 | 14 | 12 | 6
O=C(Cc1ccccc1)N/N=C/c1ccc(Cl)cc1Cl | 17 | -1 | 2 | 1.0 | -4 | 12 | -19 | 4 | 26
O=C(O)C1CCN(S(=O)(=O)c2ccc(N3CCC(O)CC3)c([N+](=O)[O-])c2)CC1 | 14 | -2 | 5 | 1.4 | 0 | -8 | 13 | -15 | 1
O=C1CC(c2ccc(F)cc2)C2=C(CCCC2=O)N1 (stereo not given) | 3 | -1 | 5 | -0.4 | 1 | 7 | 18 | 1 | 12
Cc1ccc(S(=O)(=O)NC(CC(=O)N2CCOCC2)c2ccco2)cc1 (stereo not given) | 3 | -3 | 0 | -1.0 | 1 | -18 | 10 | 2 | -3
CC(C)CCNC(=O)C(C)N(Cc1ccc(F)cc1)C(=O)c1ccc(CN2CCOCC2)o1 (stereo not given) | 14 | -3 | -2 | 1.5 | 0 | 10 | -2 | 19 | 20
CCN1CCN(c2ccc(S(=O)(=O)N3CCCCC3)cc2NC(=O)Cc2c(F)cccc2Cl)CC1 | 13 | -2 | -4 | -1.0 | 2 | 9 | 48 | -3 | -1
COc1ccc(N2C(=O)CC(N3CCN(S(=O)(=O)c4ccc(Cl)cc4)CC3)C2=O)cc1 (stereo not given) | 4 | 1 | 0 | -0.2 | -2 | 22 | -8 | 32 | 2
O=C(CN1CCN(c2ccccc2O)CC1)NCCCc1ccccc1 | 13 | -2 | 1 | 0.5 | 0 | 18 | 13 | 21 | 19
CC(=O)Nc1ccc2nc(NC(=O)COc3cccc(C)c3)sc2c1 | 11 | 2 | -2 | 2.2 | 11* | 10 | 7 | 17 | 23
Cc1cc(C)c2nc(SCC(=O)Nc3cc(C)on3)c(C#N)cc2c1 | 15 | 1 | 7 | 2.0 | 0 | -4 | 58* | -27 | -8
CC(C)OCCCNc1ncc2c(n1)CC(c1ccc(N(C)C)cc1)CC2=O (stereo not given) | 6 | 0 | -1 | 1.0 | -1 | -9 | 13 | 5 | 14
CNC(=O)c1nnc(Cc2ccc(F)cc2)o1 | 19 | -3 | 0 | 0.4 | -2 | -7 | -22 | 8 | 5
COC(=O)Cn1cc(/C=N/NC(=O)COc2cccc3cccnc23)c2ccccc21 | 2 | 1 | 3 | -1.2 | 1 | -16 | 9 | 7 | 14
COc1ccc(CCNC(=O)CCC(=O)N2CCN(S(=O)(=O)c3ccc(Cl)cc3)CC2)cc1OC | 9 | -20 | -1 | -1.8 | -2 | 17 | 23 | 6 | 19
CC(NC(=O)Cn1nc(C(F)(F)F)c2c1CCC2)c1ccccc1 (stereo not given) | 9 | -1 | 2 | -1.1 | 1 | 19 | -2 | 21 | -8
Cc1cccc(NC(=O)COC(=O)CSc2ccccc2)c1C | 4 | -3 | 0 | 2.7 | 1 | 11 | 19 | 24 | 1
COc1ccccc1C1NC(c2ccccc2OC)C(C)C(=O)C1C (stereo not given) | 7 | -1 | -2 | -1.4 | 0 | 5 | -6 | 5 | 11
COc1ccccc1NCN1C(=O)CCC1=O | 14 | -1 | -1 | -1.8 | 0 | 0 | -13 | -1 | 2
O=C(CSC1=NCCS1)N1CCc2ccccc21 | 9 | -4 | 0 | 2.9 | 0 | 10 | -76 | 15 | 14
O=C1CC(c2ccco2)CC(O)=C1C=NCCO (stereo not given) | 20 | 5 | 1 | 1.2 | 1 | 15 | -9 | -5 | 7
CCOC(=O)c1cnc2c(Cl)cccc2c1NCCCN1CCOCC1 | 15 | -1 | -4 | 3.2 | 0 | 0 | -2 | -1 | 4
O=C(NCC1CCCO1)c1sc2cc(Cl)ccc2c1Cl (stereo not given) | 34 | 3 | 0 | 2.6 | -1 | 35 | -101 | 33 | 0
O=C1CC(c2ccccc2)CN1Cc1ccccc1 (stereo not given) | 16 | -7 | -1 | -0.8 | -2 | 10 | 3 | 13 | 11
CC1CCc2cccc3c2N1c1cc(C#N)c(C#N)cc1O3 (stereo not given) | -3 | -1 | 2 | -0.1 | -4 | -11 | 10 | 18 | 15

5 consecutive compounds out of the list so far, for reference:
SMILES | NLRP3 yeast inh | APJ ag | XBP1 UPR activ | CHOP UPR activ | GRIN3A LBD mod | tim23-1 inh | Mdm2-MdmX inh | tim10-1 inh | TIM10 inh
COc1ccccc1NCN1C(=O)CCC1=O | 14 | -1 | -1 | -1.8 | 0 | 0 | -13 | -1 | 2
O=C(CSC1=NCCS1)N1CCc2ccccc21 | 9 | -4 | 0 | 2.9 | 0 | 10 | -76 | 15 | 14
O=C1CC(c2ccco2)CC(O)=C1C=NCCO (stereo not given) | 20 | 5 | 1 | 1.2 | 1 | 15 | -9 | -5 | 7
CCOC(=O)c1cnc2c(Cl)cccc2c1NCCCN1CCOCC1 | 15 | -1 | -4 | 3.2 | 0 | 0 | -2 | -1 | 4
O=C(NCC1CCCO1)c1sc2cc(Cl)ccc2c1Cl (stereo not given) | 34 | 3 | 0 | 2.6 | -1 | 35 | -101 | 33 | 0
